Hsp70 inhibitors: Hsp70 inhibitors, probe displacement, primary screen, biochemical, fluorescence polarization (AID 583); 140,000 compounds, 0.06% hits; Hsp70 fluorescence polarization probe displacement, mP; higher % means a stronger effect; one-dose displacement, % at 20 µM; IC50 in µM for titrated hits; in the data active = displacement above about 50%;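 note: plate controls were vehicle for no effect and reference ligand for full effect; a part of the inactive calls stands beside numbers as strong as those of hits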
Rat MKP-3 inhibitors: MKP-3 phosphatase inhibitors, primary screen, biochemical, rat enzyme, in vitro (AID 425) | one-dose inhibition, % at 20 µM; IC50 in µM for titrated hits | recombinant MKP-3 phosphatase activity, fluorescence; higher % means a stronger effect | 110,000 compounds, 0.17% hits; in the data active = inhibition above about 50%;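 note: plate controls were vehicle for no effect and reference inhibitor for full effect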
Active calls of the source: *; nt = not tested or not shown; & = joins results of further samples. An excerpt; rates above refer to the full screens.

Sequence of screens: Rat MKP-3 inhibitors | Hsp70 inhibitors
- O=S(=O)(NCc1ccco1)c1cccc2cccnc12
 : -3.1% | 7.6%
- CCn1cc(C(=O)OCC(=O)Nc2c(C)n(C)n(-c3ccccc3)c2=O)c(=O)c2ccc(C)nc21
 : -6.0% | -7.5%
- C(=N/N1CCN(c2ccccc2)CC1)/c1ccncc1
 : -1.4% | -2.3%
- O=C(NCc1cccs1)C1CCCN(S(=O)(=O)c2cnc[nH]2)C1 (configuration not stated)
 : -2.1% | 0.7%
- Cc1cc(C)c(C#N)c(SCC(=O)Nc2ccccc2C(N)=O)n1
 : -11.5% | 0.9%
- COc1ccc(C2/C(=C(/O)c3ccccc3)C(=O)C(=O)N2CC2CCCO2)cc1 (configuration not stated)
 : 0.1% | -1.2%
- COc1ccc(C2CC(C(F)(F)F)n3nc(C(=O)NCCN4CCOCC4)cc3N2)cc1 (configuration not stated)
 : -4.8%&-0.5% | 9.7%&3.2%
- COc1ccc(C(C#N)N2N=C(C)CC2(C)C)cc1 (configuration not stated)
 : nt | 0.2%
- CCNc1oc(COc2cccc(C)c2)nc1C#N
 : -9.4% | 4.4%
- CC(C)(C)NC(=O)C12CCC(C)(c3nc4ccccc4nc31)C2(C)C (configuration not stated)
 : nt | -1.0%
- Cc1cccc(CC(=O)Nc2cc(=O)n(C)c(=O)n2C)c1
 : 5.0% | -9.9%
- O=S(=O)(N/N=C/c1ccc(O)cc1)c1ccc(Cl)cc1
 : -1.2% | -1.8%
- O=C(CN1C(=O)C2CCCN2C(=O)c2ccccc21)Nc1ccccc1-n1cccc1 (configuration not stated)
 : 4.7% | -1.7%
- COc1ccc(CCNC(=O)C(=O)NCc2ccco2)cc1
 : 4.4% | -4.7%
- CC(=O)Oc1ccc(Cl)cc1N1C(=O)c2ccc([N+](=O)[O-])cc2C1=O
 : -2.5% | 3.1%

As entered above:
Value of O=S(=O)(NCc1ccco1)c1cccc2cccnc12 under Hsp70 inhibitors: 7.6%
Value of O=S(=O)(N/N=C/c1ccc(O)cc1)c1ccc(Cl)cc1 under Hsp70 inhibitors: -1.8%
Value of COc1ccc(C(C#N)N2N=C(C)CC2(C)C)cc1 (configuration not stated) under Hsp70 inhibitors: 0.2%
Value of O=C(NCc1cccs1)C1CCCN(S(=O)(=O)c2cnc[nH]2)C1 (configuration not stated) under Hsp70 inhibitors: 0.7%
Value of Cc1cc(C)c(C#N)c(SCC(=O)Nc2ccccc2C(N)=O)n1 under Rat MKP-3 inhibitors: -11.5%

The listing continues:
Sequence of screens: Rat MKP-3 inhibitors | Hsp70 inhibitors
- CCOc1ccc(-c2cc(C(=O)NCCCN3CCN(CC)CC3)c3ccccc3n2)cc1
 : 4.1% | 0.5%
- CCOC(=O)C1=C(CSc2nc(-c3ccccc3)ccc2C#N)OC(N)=C(C#N)C1c1ccccc1 (configuration not stated)
 : nt | -22.9%
- CCCOc1ccc(OCCSc2nnc(N)s2)cc1
 : nt | -1.6%
- COC(=O)c1sc(NC(=O)COc2ccccc2)nc1C
 : -0.2% | -1.1%
- CC12CC3(C)CC(C)(C1)CC(C(=O)NCCO)(C2)C3
 : 9.7% | -1.5%
- S=C(NC1CCCCC1)NC(c1ccccc1)(c1ccccc1)c1ccccc1
 : -3.1% | 1.3%
- O=C(CCCCC(=O)N1CCN(c2ccccc2)CC1)N1CCN(c2ccccc2)CC1
 : -3.1% | -2.4%
- CCc1ccccc1N1C(=O)C2CC(C)=C(C)CC2C1=O (configuration not stated)
 : 0.0% | 3.9%
- COc1ccc(NC(=O)C2CCN(S(=O)(=O)c3ccc(OC)c(OC)c3)CC2)c(OC)c1
 : 2.1% | 1.3%
- O=C(Nc1ccc(S(=O)(=O)N2CCCCCC2)cc1)c1cccc([N+](=O)[O-])c1
 : 3.9% | 1.9%
- C#CCOc1ccc(C2C(C(=O)OC)=C(C)NC3=C2C(=O)c2ccccc23)cc1 (configuration not stated)
 : -1.5% | -20.2%
- Cc1ccc(S(=O)(=O)NCC(=O)N(CC(=O)NC(C)(C)C)Cc2cccs2)cc1
 : nt | -4.5%
- CCn1c(NC(=O)c2cccs2)c(-c2cccs2)c(=O)c2ccccc21
 : 3.6% | -3.5%
- O=C(NC1CCCCC1)N1CCN(C(=O)c2ccco2)CC1
 : nt | 10.5%
- CC1CN(Cc2nc3c(c(=O)[nH]c(=O)n3C)n2CCCc2ccccc2)CC(C)O1 (configuration not stated)
 : nt | -4.7%

One compound at a time, from the list above. Values in the order: Rat MKP-3 inhibitors | Hsp70 inhibitors
Shown for CC(=O)Oc1ccc(Cl)cc1N1C(=O)c2ccc([N+](=O)[O-])cc2C1=O → -2.5% | 3.1%
Shown for O=C(CN1C(=O)C2CCCN2C(=O)c2ccccc21)Nc1ccccc1-n1cccc1 (configuration not stated) → 4.7% | -1.7%
Shown for CCNc1oc(COc2cccc(C)c2)nc1C#N → -9.4% | 4.4%

(more compounds)
Sequence of screens: Rat MKP-3 inhibitors | Hsp70 inhibitors
- Cc1ccccc1C(=O)Nc1cccc(NC(=O)c2ccc(-c3ccc(Br)cc3)o2)c1
 : 3.6% | -3.0%&-0.8%
- CCOc1cc(/C=C2\SC(=S)NC2=O)ccc1OC(C)=O
 : -0.5% | 5.0%
- COc1ccc(Cn2c(C)ccc2C)cc1
 : 0.3% | nt
- Cc1ccc(OCC(=O)Nc2ccc(F)cc2)cc1C
 : nt | 12.0%
- Cn1c(N2CCCC2)nc2c1c(=O)n(Cc1ccc(F)cc1)c(=O)n2C
 : -6.4% | -1.5%
- CC1(C)Cc2nc(N)c(C(=O)NCCO)cc2CO1
 : -1.3% | 2.1%
- COc1ccc(C(=S)N2CCN(C)CC2)cc1Br
 : -7.0% | 0.6%
- CCCCOC(=O)Nc1ccc(N2CCCCC2)cc1
 : -9.1% | -7.0%
- O=C(CCSc1nc(-c2ccc3c(c2)OCO3)cc(C(F)(F)F)n1)NCc1ccccc1
 : nt | 1.1%
- Cc1cc(C)n(-c2ccc(-n3ccnc3)nn2)n1
 : -1.9% | 4.1%
- Cc1ccc2cc(C3=C/C(=C/c4ccc([N+](=O)[O-])o4)C(=O)O3)ccc2c1
 : 1.7% | -47.7%
- COc1ccccc1NC(=O)C1CCCCC1
 : -3.6% | -5.6%
- c1ccc2c(c1)oc1c(NCc3ccc4c(c3)OCO4)ncnc12
 : -10.1% | 2.1%
- O=C(c1nc2nc(-c3ccccc3)cc(C(F)(F)F)n2n1)N1CCN(Cc2ccccc2)CC1
 : 0.5% | 4.2%
- COc1ccc(Cc2c(O)nc(SC)n(-c3ccccc3)c2=O)cc1
 : 4.1% | -3.1%

Some of the entries so far, as labelled records:
Cn1c(N2CCCC2)nc2c1c(=O)n(Cc1ccc(F)cc1)c(=O)n2C
- Rat MKP-3 inhibitors = -6.4%
- Hsp70 inhibitors = -1.5%
COc1ccc(C2CC(C(F)(F)F)n3nc(C(=O)NCCN4CCOCC4)cc3N2)cc1 (configuration not stated)
- Rat MKP-3 inhibitors = -4.8%&-0.5%
- Hsp70 inhibitors = 9.7%&3.2%
CC(C)(C)NC(=O)C12CCC(C)(c3nc4ccccc4nc31)C2(C)C (configuration not stated)
- Rat MKP-3 inhibitors = nt
- Hsp70 inhibitors = -1.0%
O=C(Nc1ccc(S(=O)(=O)N2CCCCCC2)cc1)c1cccc([N+](=O)[O-])c1
- Rat MKP-3 inhibitors = 3.9%
- Hsp70 inhibitors = 1.9%

Carrying on:
Sequence of screens: Rat MKP-3 inhibitors | Hsp70 inhibitors
- CCc1nc2oc3ccccc3c(=O)c2c(=O)n1-c1ccccc1
 : -5.7% | 2.9%
- COC(=O)c1c(N)sc(C)c1-c1ccc(Cl)cc1Cl
 : 5.6% | 4.1%
- COc1ccc(NC(=O)Cn2nnc(-c3ccccc3NC(=O)C3CC3)n2)cc1
 : 5.6% | 2.0%
- CC(CCc1ccco1)NC(=O)CSc1cc(=O)n(C)c2ccccc12 (configuration not stated)
 : -3.3% | -2.9%
- O=C(NC1CCCCC1)N1CCSC1=Nc1ccccc1
 : 19.8% | nt
- O=C(CCNC(=O)OCc1ccccc1)Oc1cc2oc(=O)cc(-c3ccccc3)c2cc1Cl
 : 0.7% | -1.4%
- C=CCn1c(O)c(C2=c3ccccc3=NC2=O)s/c1=N/c1nccs1
 : 5.4% | 7.2%
- COc1ccccc1-c1cc(C(=O)Nc2ccccc2SC)no1
 : -4.6% | 0.5%
- O=C(CN1CCN(Cc2ccc(F)cc2Cl)C1=O)NCCc1ccc(Cl)cc1
 : nt | 2.5%
- CCN1CCN(CCCNC(=O)c2cc3c(=O)[nH]c4ccccc4c3s2)CC1
 : nt | 5.4%
- O=C(Nc1nccs1)c1cc(-c2ccc(Cl)s2)nc2ccccc12
 : -0.7% | -2.8%
- COc1ccc(Cl)cc1NC(=O)C1=C(C)NC(=S)NC1c1ccccc1Br (configuration not stated)
 : 3.2% | -1.7%
- CN1C(=O)/C(=C2\SC(=S)N(NC(=O)c3cccnc3)C2=O)c2ccccc21
 : 1.4% | -0.7%
- Cc1ccccc1OCC(=O)N/N=C/c1ccc(O)cc1O
 : 0.4% | 1.0%
- O=C(NCCC1=CCCCC1)C1CCN(S(=O)(=O)N2CCOCC2)CC1
 : -9.9% | -1.7%

(more compounds)
Sequence of screens: Rat MKP-3 inhibitors | Hsp70 inhibitors
- O=C(Nc1c(Cl)cc(Cl)cc1-c1nc2ccccc2s1)c1ccc(Br)o1
 : nt | 0.4%
- Cc1c(C(=O)NCCC(C)C)cccc1[N+](=O)[O-]
 : -2.7% | 2.0%
- CC1=C(C(=O)OCCc2ccccc2)C(c2ccccc2[N+](=O)[O-])NC(=O)N1C (configuration not stated)
 : 5.0% | 1.8%
- COc1cc2nc(CCCOc3ccc(Cl)cc3Cl)oc(=O)c2cc1OC
 : -0.2% | -2.5%
- COC(=O)Cc1cc(=O)n(-c2ccccc2)[nH]1
 : 1.5% | 2.9%
- CCN(CC)CCn1c2ccccc2c2cnc(N)c(C#N)c21
 : nt | 7.2%
- Cc1cccc(C)c1NC1=NC2(CCCCC2)N=C(N)N1
 : -6.3% | -1.7%
- CCCCCC(=O)N/N=C(/C)c1cccs1
 : 1.1% | 0.4%
- Cc1ccnc(NS(=O)(=O)c2ccc(N)cc2)c1
 : 1.7% | -98.3%
- CC1=CC(=O)C=C/C1=N\S(=O)(=O)c1ccc(C)cc1
 : 1.8% | 0.2%
- Cc1ccc2nc(SCC(=O)Nc3c(C)n(C)n(-c4ccccc4)c3=O)[nH]c2c1
 : 2.8% | 1.2%
- Cc1cc(C(=O)NCc2ccco2)cs1
 : 4.0% | -2.9%
- COc1ccc(C(=O)CSc2nc(C)cc(C)n2)cc1[N+](=O)[O-]
 : -5.3% | 3.5%
- O=C(Nc1ccc(S(=O)(=O)Nc2ncccn2)cc1)c1cncc(Br)c1
 : 1.1% | 0.4%
- CCOc1ccc(OCC)c(NC(=O)CC2Oc3ccc(C)cc3NC2=O)c1 (configuration not stated)
 : -1.8% | -4.3%

The list continues.
Sequence of screens: Rat MKP-3 inhibitors | Hsp70 inhibitors
- O=C(CCCC(=O)Nc1nc2ccccc2s1)Nc1nc2ccccc2s1
 : 1.0% | 0.7%
- c1coc(C2Nc3ccccc3-c3nc4ccccc4n32)c1 (configuration not stated)
 : -8.3% | -1.6%
- COc1ccc(NC(=O)CSc2ccc3c(c2)OCCO3)cc1OC
 : nt | -2.7%
- COc1cccc(-c2cc(C(=O)Nc3c(C)nn(Cc4ccccc4C)c3C)no2)c1
 : -5.1% | 4.7%
- CCC(C)OC(=O)C1=C(C)NC2=C(C(=O)C(C(=O)OC)C(C)C2)C1c1ccc(N(C)C)cc1 (configuration not stated)
 : -1.8% | nt
- Cn1c(=O)n(Cc2ccccc2)c(=O)c2c1nc1n2CCCN1CCc1ccccc1
 : nt | 2.3%
- CCN(CC)CCCCCOc1cccc2ccccc12
 : 1.2% | 2.7%
- Cn1c(=O)c2c(ncn2Cc2ccccc2)n(C)c1=O
 : nt | 6.5%
- COc1cc(/C=C2\C(=O)NC(=O)N(c3cccc(C)c3)C2=O)c([N+](=O)[O-])cc1OC
 : 0.2% | -6.1%
- COC(=O)C1=C(C)NC(C)=C(C(=O)OC)C1c1cccc(Br)c1
 : 0.0% | 1.4%
- Cc1ccccc1CNC(=O)c1ccc(N(Cc2ccccc2)S(C)(=O)=O)cc1
 : 2.3% | -1.8%
- Cc1ccc(C)c2[nH]c(=O)c(CCNC(=O)c3ccc(S(=O)(=O)N(C)C)cc3)cc12
 : -3.0% | -2.5%
- COc1cccc(OCCN2CCN(c3ncnc4c3cnn4-c3ccccc3)CC2)c1
 : -7.2% | -2.1%
- COc1ccc(OC)c(C2=Nn3c(nnc3-c3cc(OC)c(OC)c(OC)c3)SC2)c1
 : 0.3% | -0.8%
- COc1ccccc1NC(=S)NC(NC(=O)c1cc(OC)c(OC)c(OC)c1)C(Cl)(Cl)Cl (configuration not stated)
 : 4.0% | -6.2%
- O=[N+]([O-])c1cccc(S(=O)(=O)NCCc2ccccc2)c1
 : 2.9% | -9.2%
- COC(=O)c1cccc(CSc2nnc(-c3ccco3)n2-c2ccccc2)c1
 : -4.1% | 2.2%

Looked up one by one from the list above:
Sequence of screens: Rat MKP-3 inhibitors | Hsp70 inhibitors
- Cc1ccccc1CNC(=O)c1ccc(N(Cc2ccccc2)S(C)(=O)=O)cc1
 : 2.3% | -1.8%
- O=C(CCCC(=O)Nc1nc2ccccc2s1)Nc1nc2ccccc2s1
 : 1.0% | 0.7%
